Screening data: PubChem, Johns Hopkins Ion Channel Center
TRPC6 inh – mouse TRPC6 channel inhibition | Q61143 | HEK293-TRPC6, membrane potential dye, ACh-evoked depolarization; active compounds read low | B-score at 10 µM | hit rate 1.1% among 310,000 | AID 2553;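 active means B-score under library mean minus 3 SD, initial fluorescence not abnormally high, positive integrated signal ratio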;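 further: B-score derived from integrated fluorescence ratio over the kinetic read; more negative B-score means stronger inhibition of depolarization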
TRPC6 activator – mouse TRPC6 channel activation; B-score at 10 µM; hit rate 0.13% among 310,000; HEK293-TRPC6 membrane potential dye fluorescence; active compounds read high; Q61143;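 active means B-score of the integrated fluorescence ratio above library mean plus 3 SD, and starting fluorescence ratio within library mean plus 5 SD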;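 further: higher score means more depolarization so channel activation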
TMEM16A inh – inhibitors of mouse TMEM16A calcium-activated chloride channel; Q8BHY3; hit rate 1.2% among 310,000; AID 588511; normalized B-score (activity score, 25-100; higher = stronger inhibition) at 10 µM; HEK293 TMEM16A/YFP iodide influx fluorescence, ionomycin;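 active means ratio plate-corrected score three or more library SD toward inhibition, starting fluorescence score within five deviations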;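 further: score derived from kinetic fluorescence span divided by baseline fluorescence per well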
RGS4 inh – inhibitors of human RGS4; P49798; HEK293 M3R/RGS4 inducible, Fluo-4 calcium flux; active compounds read high; triggered by carbachol at its EC20; B-score at 10 µM; hit rate 0.45% among 310,000; AID 463165;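 active means B-score, a plate-corrected calcium signal, over three deviations above library mean, with baseline fluorescence within five deviations of library mean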;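 further: RGS4 expression induced by doxycycline in cells with stable M3 receptor; B-score is computed from the integrated fluorescence ratio over baseline after carbachol; higher B-score means a larger calcium signal and so more RGS4 inhibition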
MrgX1 allo act – allosterically activates human MrgX1 receptor signaling. Q96LB2. MrgX1-HEK293, Fluo-4 calcium flux, FDSS; active compounds read high. B-score at 10 µM. hit rate 0.63% among 310,000;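 active means plate-corrected calcium response at least 3 library SD above typical, normal starting fluorescence, not activating the receptor alone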;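 further: compound read alongside a low EC10 to EC30 dose of BAM8-22 agonist; peak minus trough fluorescence over baseline measured at the second addition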
TRPC4 act – activators of mouse TRPC4 channel; HEK293 TRPC4beta/mu-opioid, Fluo4 calcium fluorescence; active compounds read high; B-score at 10 µM; hit rate 0.49% among 310,000;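 active means B-score above 5 SD of library B-scores, and initial fluorescence ratio not above library mean plus 5 SD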;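 further: positive B-score marks a calcium rise read as TRPC4 activation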
Target sequence (Q9QUQ5 whole entry, looked up): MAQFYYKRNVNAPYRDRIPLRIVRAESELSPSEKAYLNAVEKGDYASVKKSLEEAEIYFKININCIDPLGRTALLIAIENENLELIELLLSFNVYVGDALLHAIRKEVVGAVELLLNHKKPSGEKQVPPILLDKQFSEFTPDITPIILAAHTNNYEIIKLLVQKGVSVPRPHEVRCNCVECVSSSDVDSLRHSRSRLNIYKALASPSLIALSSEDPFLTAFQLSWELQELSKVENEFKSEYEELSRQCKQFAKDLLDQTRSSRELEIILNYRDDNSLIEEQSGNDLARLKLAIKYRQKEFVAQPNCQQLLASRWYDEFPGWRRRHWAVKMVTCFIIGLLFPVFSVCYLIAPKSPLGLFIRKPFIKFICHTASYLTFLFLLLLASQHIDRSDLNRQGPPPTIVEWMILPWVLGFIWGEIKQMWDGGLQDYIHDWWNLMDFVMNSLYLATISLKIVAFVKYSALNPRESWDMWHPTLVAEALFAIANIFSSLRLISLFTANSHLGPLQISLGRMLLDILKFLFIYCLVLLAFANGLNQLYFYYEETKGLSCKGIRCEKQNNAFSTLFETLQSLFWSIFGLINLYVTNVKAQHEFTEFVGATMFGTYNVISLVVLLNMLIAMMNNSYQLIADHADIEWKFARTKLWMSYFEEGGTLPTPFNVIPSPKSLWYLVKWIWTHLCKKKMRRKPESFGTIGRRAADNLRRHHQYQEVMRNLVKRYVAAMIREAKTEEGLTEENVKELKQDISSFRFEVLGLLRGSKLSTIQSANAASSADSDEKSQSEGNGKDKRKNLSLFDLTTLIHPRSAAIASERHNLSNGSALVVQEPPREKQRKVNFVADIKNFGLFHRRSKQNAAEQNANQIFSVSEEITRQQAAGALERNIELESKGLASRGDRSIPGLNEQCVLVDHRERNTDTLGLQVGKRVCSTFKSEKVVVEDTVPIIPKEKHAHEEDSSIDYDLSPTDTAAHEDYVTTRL
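Assay system: HEK293 cells stably co-expressing mouse TRPC4beta and mu-opioid receptor / Timing: Fluo4 dye loading 45 min at room temperature, 110 s recording / Signal: Fluo4 calcium-sensitive dye fluorescence, kinetic, 1 Hz baseline / Read-out: integrated baseline-normalised fluorescence ratio, converted to per-well B score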
ANO1 activ – mouse TMEM16A channel activation, primary screen; hit rate 0.3% among 340,000; B-score at 10 µM; AID 623877; Q8BHY3; HEK293 TMEM16A/YFP-H148Q/I152L, iodide quench fluorescence; active compounds read low;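 active means fluorescence-ratio B-score plate-corrected deviation score at least 3 library SD below zero, with starting fluorescence score within 5 deviations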;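 further: channel opened by trigger with iodide after compound preincubation; score built on the fluorescence ratio of max minus min over baseline; more negative score means more quench and so TMEM16A activation or potentiation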
TRPC4 block – inhibitors of mouse TRPC4 channel. HEK293 TRPC4beta/mu-opioid, DAMGO-evoked Fluo4 calcium flux; active compounds read low. B-score at 10 µM. hit rate 0.39% among 300,000. AID 2247;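 active means B-score over 3 SD under the library average, no early fluorescence shift, positive overall ratio signal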
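Assay system: HEK293 cells with stable TRPC4beta plus mu-opioid receptor expression; Probe or stimulus: DAMGO in two steps, submaximal then maximal; Dosing: single-point compound dosing; Measured by: Fluo4 calcium-dye fluorescence, kinetic read; Read-out basis: B score from integrated Fluo4 fluorescence ratio.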
MrgX1 antag – antagonists of human MrgX1 receptor; Q96LB2; hit rate 1.3% among 310,000; MRGX1-HEK293 calcium flux, Fluo-4, BAM8-22 antagonism; active compounds read low; B-score at 10 µM;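 active means calcium-response B-score plate-corrected more than 3 library SD below zero, starting fluorescence within 5 deviations, no agonist response on first addition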;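 further: peak minus trough fluorescence over baseline after final BAM8-22 challenge near maximal dose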
MrgX1 ag – activates human MrgX1 receptor signaling | B-score at 10 µM | Q96LB2 | MrgX1-HEK293 cells, Fluo-4 calcium fluorescence, agonist mode; active compounds read high | AID 588627 | hit rate 0.44% among 310,000;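 active means calcium response B-score plate-corrected fluorescence ratio at least 3 library SD, with starting fluorescence B-score inside 5 SD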
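Material: MrgX1-expressing HEK293 cells / Dosing: compound as first of three additions / Incubation: overnight seeding, then 1 h dark dye loading / Signal: Fluo-4 NW calcium fluorescence / Evaluation: B-scored fluorescence response ratio / Benchmarks: positive and negative control wells on each plate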
TRPC4 potent – allosterically enhances the mouse TRPC4 cation channel | hit rate 0.42% among 310,000 | Q9QUQ5 | HEK293 TRPC4beta/mu-opioid, DAMGO EC20, Fluo-4 Ca2+ flux; active compounds read high | B-score at 10 µM;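 active means B-score of calcium response area above 5 SD of library B-scores, with initial fluorescence ratio within 5 SD of library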;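 further: B-score of integrated fluorescence ratio over time as area under calcium response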
Starred values were filed as active, the others as inactive; i = inactive; . = not tested or not shown. Outcome played no part in choosing rows; about 5.8% have a hit in one of these screens.

SMILES	TRPC6 inh	TRPC6 activator	TMEM16A inh	RGS4 inh	MrgX1 allo act	TRPC4 act	ANO1 activ	TRPC4 block	MrgX1 antag	MrgX1 ag	TRPC4 potent
O=C(CSc1nc(-c2ccccc2)cc(C(F)(F)F)n1)NCCN1CCOCC1	i	i	i	i	i	i	i	i	i	i	i
C/C(=N\NC(=O)c1ccc(Cl)cc1)c1ccc2[nH]ccc2c1	i	i	i	i	i	i	i	i	i	i	i
COc1ccc(NN=Nc2nc3c([nH]2)c(=O)n(C)c(=O)n3C)cc1	i	i	i	i	i	i	i	i	i	i	i
CCc1nnc(N/N=C/c2cccs2)n1N	i	i	i	i	i	i	i	i	i	i	i
O=C1S/C(=C\c2ccc(N3CCOCC3)o2)C(=O)N1Cc1c(F)cccc1Cl	i	28*	i	i	i	43*	i	i	i	56*	17*
O=C(CCc1c[nH]c2ccccc12)NCC1CCCO1 (configuration not stated)	i	i	i	i	i	i	i	i	i	i	i
COc1ccc(Nc2nc(-c3ccc(OC)cc3)cs2)cc1	i	i	i	i	i	i	i	i	i	i	i
Cc1noc(NS(=O)(=O)c2ccc(NC(=O)CSc3n[nH]c(-c4ccccc4)n3)cc2)c1C	i	i	i	i	i	i	i	i	i	i	i
O=C(OCC(=O)N1CCCC1)c1ccccc1O	i	i	i	i	i	i	i	i	i	i	i
O=C1CCC(C(=O)N(Cc2ccco2)C2(C(=O)NC3CCCC3)CCCCC2)N1 (configuration not stated)	i	i	i	i	i	i	i	i	i	i	i
Cc1[nH]c(=O)[nH]c(=O)c1NC(=O)c1ccc(OC(C)C)cc1	i	i	i	i	i	i	i	i	i	i	i
COc1ccc(NC(=O)c2cc3cc(OC)ccc3oc2=N)cc1	i	i	i	i	i	i	i	i	i	i	i
O=C(NCC1CCCO1)c1ccc([N+](=O)[O-])o1 (configuration not stated)	i	i	i	i	i	i	i	i	i	i	i
O=C(Cn1cnc2c(nnn2Cc2ccc(F)cc2)c1=O)NCc1ccccc1	i	i	i	i	i	i	i	i	i	i	i
N#C/C(=C(/O)c1cccs1)c1nnc2n1CCCCC2	i	i	i	i	i	i	i	i	i	i	i
O=S(=O)(Nc1ccc(Br)cc1)c1cccc2nonc12	i	i	i	i	i	i	i	i	i	i	i
CCOC(=O)c1c(C)oc2c(CN3CCN(C)CC3)c(Br)c(OC)c(O)c12	i	i	i	i	i	i	i	i	i	i	i
O=C(COC(=O)c1ccccn1)Nc1ccccc1OC(F)F	i	i	i	i	i	i	i	i	i	i	i
CCOC(=O)c1[nH]ncc1CN1CCCC(C(=O)c2cccc(OC(C)C)c2)C1 (configuration not stated)	i	i	i	i	i	i	i	i	i	i	i
COC(=O)[C@@H](NC(=O)NCc1ccco1)C(C)C	i	i	i	i	i	i	i	i	i	i	i
CSCC[C@H](NC(=O)CC(C)(C)C)c1nc2ccccc2[nH]1	i	i	i	i	i	i	i	i	i	i	i
Cc1cc(C)cc(OCC(=O)OCC(=O)NCc2ccco2)c1	i	i	i	i	i	i	i	i	i	i	i
CCC(C)(C)NC(=O)/C=C/c1ccc(OC)c(S(=O)(=O)N2CCOCC2)c1	i	i	i	i	i	i	i	i	i	i	i
O=C(O)COc1ccccc1/C=N/NC(=O)c1cc2ccccc2cc1O	i	i	i	i	i	i	i	i	i	i	i
O=C(Nc1nnc(S(=O)(=O)N2CCCCCC2)s1)c1ccccc1Br	i	i	i	i	i	i	i	i	i	i	i
SMILES	TRPC6 inh	TRPC6 activator	TMEM16A inh	RGS4 inh	MrgX1 allo act	TRPC4 act	ANO1 activ	TRPC4 block	MrgX1 antag	MrgX1 ag	TRPC4 potent
CCCCOc1ccc(-c2nc(/C=N/c3nccs3)c(O)o2)cc1	i	i	i	i	i	i	i	i	i	i	i
Cc1c2cccn2cc[n+]1C	i	i	i	i	i	i	i	i	i	i	i
COc1ccc(CCn2c(=N)c(C(=O)NC3CCCC3)cc3c(=O)n4ccccc4nc32)cc1OC	-5.2*	i	i	i	i	i	i	i	i	i	i
CCN(CC)Cc1c(O)ccc2c(=O)c(Oc3ccccc3OC)c(C)oc12	i	i	i	i	i	i	i	i	i	i	i
CC(=O)c1cccc(NC(=O)NCc2cccs2)c1	i	i	i	i	i	i	i	i	i	i	i
O=C(NCC(=O)N(Cc1ccco1)C(C(=O)NC1CCCC1)c1cccnc1)c1cccs1 (configuration not stated)	i	i	i	i	i	i	i	i	i	i	i
CCOC(=O)C1=C(CN2CCCCCC2)NC(=O)NC1c1ccc2c(c1)OCO2 (configuration not stated)	i	i	i	i	i	i	i	i	i	i	i
CCCCC(NC(=O)Cc1c(C)c2cc3c(C)c(C)oc3c(C)c2oc1=O)C(=O)O (configuration not stated)	i	i	i	i	i	i	i	i	i	i	i
COC(=O)c1c(NC(=O)c2ccoc2C)sc2c1CCC2	i	i	i	i	i	i	i	i	i	i	i
CC(O)CNc1cc(N)c([N+](=O)[O-])cc1[N+](=O)[O-] (configuration not stated)	i	i	i	i	i	i	i	i	i	i	i
Cc1ccc(S(=O)(=O)N(C)C)cc1NC(=O)COC(=O)C1CC1	i	i	i	i	i	i	i	i	i	i	i
CC(C)(C)CC(C)(C)NC(=O)CSCC(=O)Nc1ccc2ccccc2c1	i	i	i	i	i	i	i	i	i	i	i
Cc1cc(NC(=O)NN2CCOCC2)nn1-c1c(Cl)cccc1Cl	i	i	i	i	i	i	i	i	i	i	i
Cc1ccc(C2C(C#N)=C(N)Oc3n[nH]c(-c4cccnc4)c32)o1 (configuration not stated)	i	i	i	i	i	i	i	i	i	36*	i
C=C(C)c1cccc(C(C)(C)NC(=O)Nc2ccc3[nH]c(=O)[nH]c3c2)c1	i	i	i	i	i	i	i	i	i	i	i
O=C(Nc1ccccc1)c1ccc(CSc2ccccn2)cc1	i	i	i	i	i	i	i	i	i	i	i
O=C(CC(Sc1ccccc1)c1cccs1)c1ccco1 (configuration not stated)	i	i	i	i	i	i	i	i	i	i	i
O=C(c1ccc(F)cc1)N1CCN2C(=O)c3ccccc3C12c1ccccc1 (configuration not stated)	i	i	i	i	i	i	i	i	i	i	i
COc1cc(NC(=S)NC(=O)c2cccs2)ccc1NC(=O)C(C)C	i	i	i	i	i	i	i	i	i	i	i
Cc1ccc(-c2ccc(S(=O)(=O)N3CC(C)OC(C)C3)cc2)cc1 (configuration not stated)	i	i	i	i	i	i	i	i	i	i	i
CN(C)CC(O)COc1cccc(OCC(O)CN(C)C)c1 (configuration not stated)	i	i	i	i	i	i	i	i	i	i	i
O=C(COC(=O)/C=C/c1cccc(C(F)(F)F)c1)NCc1ccco1	i	i	i	i	i	i	i	i	i	i	i
COc1ccc(C(=O)CCc2nc3ccccc3s2)cc1	i	i	i	i	i	i	i	i	i	i	i
O=C(NCc1ccc(F)c(F)c1)C1CCC(=O)N(CCc2ccccc2)C1 (configuration not stated)	i	i	.	i	.	i	i	i	.	.	i
O=C(Cn1cc(SCc2ccccc2Cl)c2ccccc21)N1CCOCC1	i	i	i	i	i	i	i	i	i	i	i
SMILES	TRPC6 inh	TRPC6 activator	TMEM16A inh	RGS4 inh	MrgX1 allo act	TRPC4 act	ANO1 activ	TRPC4 block	MrgX1 antag	MrgX1 ag	TRPC4 potent
Cc1cc(N=CC2=C(O)CCCC2=O)no1	i	i	i	i	i	i	i	i	i	i	i
CN(CC(=O)Nc1cccc(F)c1)C(=O)CSc1ccc(Br)cc1	i	i	i	i	i	i	i	i	i	i	i
Cc1[nH]c(C(=O)O)c(C)c1C(=O)OC(C)C	i	i	i	i	i	i	i	i	i	i	i
Cn1c(N)c(C(=O)COC(=O)Cn2cc(C(F)(F)F)ccc2=O)c(=O)n(C)c1=O	i	i	i	i	i	i	i	i	i	i	i
CN1CCN(c2ccccc2NC(=O)c2ccc(-c3ccc(Br)cc3)o2)CC1	i	i	i	i	i	i	i	i	i	i	i
O=C1C2C3C=CC(CC3)C2C(=O)N1/N=C/c1ccccc1O (configuration not stated)	i	i	i	i	i	i	i	i	i	i	i
CCCc1nnc(SCC(=O)N2C(C)CCCC2C)n1CC (configuration not stated)	i	i	i	i	i	i	i	i	i	i	i
C/C(=N\NC(=O)C1CC1)c1cccc(NC(=O)c2cccc(Cl)c2)c1	i	i	i	i	i	i	.	i	i	i	i
COc1ccc(/C=N/NC(=O)c2ccccc2O)cc1CN1CCOCC1	i	i	i	i	i	i	i	i	i	i	i
CCOC(=O)c1c(C)n(O)c2ccc(Cl)cc2c1=O	i	i	i	i	i	i	i	i	i	i	i
CN1C(=O)Cc2cc(S(=O)(=O)NCc3c(F)cccc3Cl)ccc21	i	i	i	i	i	i	i	i	i	i	i
CN(CC(=O)NCCc1ccc(S(N)(=O)=O)cc1)S(=O)(=O)c1ccc(Br)s1	i	i	i	i	i	i	i	i	i	i	i
CCOC(=O)c1sc(NC(=O)CSc2nc3c(c(=O)n2-c2ccc(C)cc2)SCC3)c(C(=O)OCC)c1C	i	i	i	i	i	i	i	i	i	i	i
Cn1c(=O)oc2cc(S(=O)(=O)NCC3CCCO3)ccc21 (configuration not stated)	i	i	i	i	i	i	i	i	i	i	i
O=C(NC(=S)NNC(=O)c1cccs1)c1ccc(Br)o1	i	i	i	i	i	180*	i	i	i	100*	i
Cc1ccc(CC(=O)Nc2cccc(C)n2)cc1	i	i	i	i	i	i	i	i	i	i	i
CS(=O)(=O)c1ccc(C(=O)OCC(=O)NC(=O)Cc2ccccc2)cc1	i	i	i	i	i	i	i	i	i	i	i
CCOc1ccc2cc(C(=O)c3ccccc3)c(=O)oc2c1	i	i	i	i	i	i	i	i	i	i	i
CCCOC(=O)c1ccc(Oc2cn[nH]c2-c2ccc(O)cc2O)cc1	i	i	i	i	i	i	i	i	i	i	i
CCC(=O)NCCN1CCN(C(=O)CC)CC1	i	i	i	i	i	i	i	i	i	i	i
